Cneo AK release = causes C. neoformans cell lysis. lysis activity, % at 15 µM. adenylate kinase release luminescence, 4 h; normalised: neutral wells 0, clomiphene wells 100. AID 651654. 360,000 tested, 0.2% active;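 active = mean lysis activity across replicates of at least 80%, whatever share of replicates individually reach that level; inactive = mean lysis activity below 80%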
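Material: C. neoformans cells | Amount: Yeast cell density of 5 × 10^6 cells/mL | Medium: Fresh YPD growth medium | Dosing: Single dose | Times: Static 4 h at 37 °C with compound, 1 h detection | Detection: AK luminescence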
PglD inh = PglD (C. jejuni) enzyme inhibition; purified PglD enzyme, DTNB colorimetric CoA detection; inhibition, % at 12.5 µM; 360,000 tested, 0.098% active; AID 602405; in the data active = inhibition above about 16%, passing the limit was not always enough; note: strong numbers were not always called active
PGC1a acetyl inh = PGC1a acetylation modulation, inhibitor mode | U2OS PGC1a acetylation, AlphaScreen anti-acetyl-lysine; with virally co-expressed GCN5 acetyltransferase | inhibition, % at 15.6 µM | 350,000 tested, 0.17% active;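 active = every replicate shows inhibition of at least 40%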;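 note: 0% = neutral control wells and 100% = positive control wells; some results beyond the cut were filed as inactive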
GSIS activator = primary screen for activators of insulin secretion dependent on glucose, INS-1E cells, GLuc reporter luminescence | 370,000 tested, 0.61% active | AID 743287 | activation, % at 16.6 µM | INS-1E GLuc reporter insulin secretion, 2-3 h;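 active = lowest replicate activation of at least 40%, so every replicate reaches that level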;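 note: 0% = median of neutral control wells and 100% = median of IBMX positive control wells; some compounds called inactive have numbers as strong as hits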
PAX8 inh HTS = inhibitors of PAX8 transcriptional activity in RMG-I cells; 360,000 tested, 1.2% active; RMG-I TPO-luciferase reporter, SteadyGlo, 24 h; inhibition, % at 12.6 µM;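 active = mean replicate inhibition at least 60% with every replicate also reaching 60%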;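 note: luciferase light reporting Pax8 driven TPO promoter activity; plate controls were median of neutral control wells for no effect and mitoxantrone controls for full effect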
C2C12 statin = suppressors of simvastatin-induced myotoxicity in C2C12 myotubes; ATP luminescence, 48 h; scaled: DMSO 0, geranylgeraniol control 100; rescue of ATP level, % at 7.49 µM; 330,000 tested, 0.78% active;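 active = mean ATP rescue above about 67%, or every replicate alone reaching that limit, limit read from the data, passing the limit was not always enough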;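 note: myotubes were challenged with 10 µM simvastatin during compound exposure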
LGR2 antag = inhibitors of bursicon-induced Drosophila LGR2 receptor cAMP signaling; 380,000 tested, 0.35% active; AID 720647; HEK293 LGR2, CRE-luciferase, bursicon-stimulated, 4 h; inhibition, % at 9.99 µM;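 active = drop in luminescence signal, shown as inhibition above about 50% in the replicate tests, limit read from the data, passing the limit was not always enough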;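 note: agonist challenge used bursicon conditioned medium at about half maximal strength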
ARNT TACC3 PPI = disruptors of human ARNT/TACC3 interaction; AlphaScreen His-ARNT PAS-B/GST-TACC3 binding, luminescence; TACC3 fragment carries E629A point mutation; inhibition, % at 9.99 µM; 390,000 tested, 0.66% active;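 active = mean inhibition of replicates at least 50% and at least half of replicates each reaching 50%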;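 note: 0% = complete ARNT plus TACC3 wells and 100% = ARNT alone without TACC3; many hits fall short of the cut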
* hit, by the source's call; . = no result given. Outcome played no part in choosing rows, and some 2.9% of all compounds hit somewhere here.

SMILES	Cneo AK release	PglD inh	PGC1a acetyl inh	GSIS activator	PAX8 inh HTS	C2C12 statin	LGR2 antag	ARNT TACC3 PPI
O=C(NCC1CC1)C1Cc2c(-c3cccc(F)c3)ccnc2O1 (stereo not drawn)	-1	-6	8	-5	4	1	-12	.
Cc1ccc(C(=O)NCCCC(=O)O)o1	1	.	-48	10	.	-1	.	-2
CCCNC(=O)N1[C@@H]2c3ccc(-c4ccccc4OC)c(=O)n3C[C@@H]2[C@@H](CO)[C@@H]1C(=O)NC1CCC1	-1	-1	26	2	-2	30	-12	-4
O=C(C[C@H]1CC[C@H]2[C@@H](COC[C@H](O)CN2C(=O)Cc2ccccc2)O1)NC1Cc2ccccc2C1	48	-3	-2	-7	8	-1	4	-11
CCOC(=O)C1C(=O)C=C(/C=C/c2ccccc2)CC1c1ccc(Cl)cc1 (stereo not drawn)	.	.	3	-2	.	5	10	5
Cc1occc1-c1nnc(SCC(=O)NCCc2ccccc2)o1	5	6	.	-2	-15	4	-13	1
COc1ccc(C#Cc2cccc(-c3nc(C(=O)Nc4ccc(-c5ccccc5)cc4)cc4c3[C@@H](CCO)N(S(=O)C(C)(C)C)C4)c2)cc1OC (stereo partly drawn)	.	.	-12	3	6	.	12	.
C[C@H](CO)N1C[C@H](C)[C@H](CN(C)C(=O)c2ccncc2)Oc2cc(C#C[C@@H](C)O)ccc2S1(=O)=O	-4	-2	1	5	-8	3	18	25
COc1ccccc1NC(=O)C1CC(C(C)C)OC1=O (stereo not drawn)	1	-3	15	-11	-1	.	-6	.
Cc1ccccc1S(=O)(=O)N1CCCCN2[C@H](C1)[C@H](c1ccc(-c3cccnc3)cc1)[C@@H]2CO	-7	-2	-9	-12	0	-3	5	13
CCCNC(=O)N(C)C[C@H]1Oc2ncc(-c3ccc(C(=O)N(C)C)cc3)cc2C(=O)N([C@H](C)CO)C[C@H]1C	-4	-10	-26	2	.	.	-5	4
COc1ccc(NC(=O)N(Cc2cc3cc(OC)c(OC)cc3[nH]c2=O)CC2CCCO2)cc1 (stereo not drawn)	.	.	9	12	-11	.	15	24
CC(C)(C)OC(=O)N[C@@H](Cc1ccccc1)[C@H](O)c1ccco1	-1	-1	-4	-8	1	-3	-2	-3
CC1(C)N=C(N)N=C(N)N1c1ccccc1	-2	-1	-4	.	.	12	.	-6
COc1cccc(C(=O)N/N=C(\C)c2cccc(NC(=O)c3ccc(F)cc3)c2)c1OC	-1	-10	-4	-6	.	-7	-1	15
O=C(C[C@@H]1CC[C@H]2[C@@H](COC[C@@H](O)CN2Cc2ccc(F)cc2)O1)NCCc1ccccc1	1	-5	2	-10	12	19	-15	-7
CCOC(=O)N1CCN(C(=O)CSC2=NS(=O)(=O)c3ccccc3N2)CC1	.	.	.	22	3	3	-11	4
CCc1ccc(C(C(=O)NC2CCCC2)N(C(=O)c2csnn2)C2CC2)cc1 (stereo not drawn)	4	4	.	4	13	39	1	-4
CCOC(=O)C1(C)CCN1C(=O)c1ccc(C(=O)OC)cc1 (stereo not drawn)	1	-5	.	.	16	3	3	.
COc1ccc(-c2noc(CCCC(=O)Nc3ccc(C(N)=O)cc3)n2)cc1OC	7	3	-13	-4	-9	1	9	-30
O=C(O)c1ccccc1Nc1ccccc1C(=O)O	4	-6	1	7	.	2	0	38
CN(C)C(=O)c1ccc(-c2ccc([C@@H]3[C@H](CO)N4CCCCN(Cc5ccncc5)C[C@@H]34)cc2)cc1	-1	11	14	-9	-51	5	-5	3
COc1cc(C(=O)N2CCN(C/C=C/c3ccccc3)CC2)cc(OC)c1OC	2	6	1	.	8	-1	.	1
CCCCS(=O)CC(CS(=O)CCCC)OC(=O)c1ccccc1 (stereo not drawn)	0	1	1	.	-4	2	.	1
COc1cc(C)c(Cl)cc1S(=O)(=O)NCc1ccccn1	0	0	.	2	13	4	-5	-13
SMILES	Cneo AK release	PglD inh	PGC1a acetyl inh	GSIS activator	PAX8 inh HTS	C2C12 statin	LGR2 antag	ARNT TACC3 PPI
CC(C)NC(=O)N1[C@H](CO)[C@@H](c2ccccc2)[C@@H]1CN(C)C(=O)c1ccncc1	0	-2	5	13	5	-10	-14	4
CN(Cc1ccccc1)C(=O)C1CCN(S(=O)(=O)c2cccc3nonc23)CC1	1	1	-4	-6	0	11	-7	.
Cc1ccoc1C(=O)NCCNc1ccc(Cl)cc1[N+](=O)[O-]	0	-2	-2	-31	15	.	-20	6
O=C(Cn1c2c(c(-c3ccccc3Cl)cc1=O)CCC2)NCC1CCCO1 (stereo not drawn)	.	.	-7	-2	12	.	-12	-28
O=C(C[C@@H]1CC[C@@H]2[C@H](COC[C@@H](O)CN2Cc2nccs2)O1)NCc1ccccc1	-1	6	2	15	3	-4	0	5
COC(C[C@@H](O)[C@H](C)[C@H](O)COCc1ccccc1)OC	0	-6	.	.	12	4	-14	11
Cc1ccc(S(=O)(=O)NCC(=O)Nc2ccc3c(c2)OCCO3)cc1	-3	2	-8	-3	-16	11	5	-4
O=C(CSc1ncnc2c1cnn2-c1ccccc1)NC1CCCC1	.	.	.	10	-10	.	-12	-2
COc1ccc(CC(NC(C)=O)C(=O)NC2CCN(c3ncccc3[N+](=O)[O-])CC2)cc1 (stereo not drawn)	.	.	-2	-3	10	.	-17	-5
COc1ccc(CNC(=O)C(OC(=O)c2ccco2)c2ccc(OC)cc2)cc1 (stereo not drawn)	-1	4	-5	-11	.	-1	.	-2
Fc1cccc(Cl)c1CNCc1cccnc1	-2	0	.	14	-12	-3	-5	1
O=C(CCNC(=O)N1CC(=O)Nc2ccccc21)NCCc1ccc(Cl)cc1	4	2	-2	-4	-22	3	3	.
O=C(C[C@@H]1CC[C@@H]2[C@H](COC[C@H](O)CN2C(=O)c2cc(Cl)cc(Cl)c2)O1)N1CCc2ccccc2C1	2	0	-9	-15	60	91*	10	-3
Cc1nn(-c2ccccc2)c(NC(=O)C(C)C)c(-c2ccccc2)c1=O	0	-5	-2	7	37	.	4	.
Cc1ccc(C(=O)Nc2nnn(C)n2)cc1	-3	-6	-36	16	.	12	.	-3
CCOC(=O)Cc1csc(NC(=O)CSc2nc(C)cc(=O)[nH]2)n1	1	5	-4	.	17	7	.	2
COc1ccc(CNC(=O)C[C@H]2C[C@H](C(=O)N3CCCCC3)[C@@]3(CCc4ccccc4)c4[nH]c5cc(-c6ccco6)ccc5c4CCN3C2=O)cc1OC	1	-2	.	.	.	5	.	-5
CC(=O)Nc1ccc(OCC(O)CN2CCN(c3ccc(Cl)cc3)CC2)cc1 (stereo not drawn)	-3	-12	10	.	.	-5	.	-5
C[C@@H]1CN([C@@H](C)CO)C(=O)c2cc(C#C[C@@H](C)O)cnc2O[C@@H]1CN(C)Cc1ccc(-c2ccccc2)cc1	0	3	10	10	26	-15	11	-1
CCSC1=N/C(=C\c2cccnc2)C(=O)N1c1ccccc1	.	.	.	11	-5	.	13	-1
C[C@H]1CN([C@@H](C)CO)C(=O)CCCn2nncc2CO[C@@H]1CN(C)C(=O)Nc1cccc(C(F)(F)F)c1	-3	0	-3	-37	4	-9	-1	3
CC(C)(C)C1(O)CC(C(F)(F)F)=NN1C(=O)CCc1ccccc1 (stereo not drawn)	.	.	.	1	8	.	-5	-5
CCS(=O)(=O)c1nc(S(=O)(=O)c2ccc(Cl)cc2)c(NCc2ccccn2)s1	.	.	6	8	-4	.	4	-3

Exported with values under each structure: part of the list above
Screens in order: Cneo AK release | PglD inh | PGC1a acetyl inh | GSIS activator | PAX8 inh HTS | C2C12 statin | LGR2 antag | ARNT TACC3 PPI
- Cc1ccoc1C(=O)NCCNc1ccc(Cl)cc1[N+](=O)[O-]
    0 | -2 | -2 | -31 | 15 | . | -20 | 6
- O=C(Cn1c2c(c(-c3ccccc3Cl)cc1=O)CCC2)NCC1CCCO1 (stereo not drawn)
    . | . | -7 | -2 | 12 | . | -12 | -28
- O=C(C[C@@H]1CC[C@@H]2[C@H](COC[C@@H](O)CN2Cc2nccs2)O1)NCc1ccccc1
    -1 | 6 | 2 | 15 | 3 | -4 | 0 | 5
- COC(C[C@@H](O)[C@H](C)[C@H](O)COCc1ccccc1)OC
    0 | -6 | . | . | 12 | 4 | -14 | 11
- Cc1ccc(S(=O)(=O)NCC(=O)Nc2ccc3c(c2)OCCO3)cc1
    -3 | 2 | -8 | -3 | -16 | 11 | 5 | -4
- O=C(CSc1ncnc2c1cnn2-c1ccccc1)NC1CCCC1
    . | . | . | 10 | -10 | . | -12 | -2
- COc1ccc(CC(NC(C)=O)C(=O)NC2CCN(c3ncccc3[N+](=O)[O-])CC2)cc1 (stereo not drawn)
    . | . | -2 | -3 | 10 | . | -17 | -5
- COc1ccc(CNC(=O)C(OC(=O)c2ccco2)c2ccc(OC)cc2)cc1 (stereo not drawn)
    -1 | 4 | -5 | -11 | . | -1 | . | -2
- Fc1cccc(Cl)c1CNCc1cccnc1
    -2 | 0 | . | 14 | -12 | -3 | -5 | 1
- O=C(CCNC(=O)N1CC(=O)Nc2ccccc21)NCCc1ccc(Cl)cc1
    4 | 2 | -2 | -4 | -22 | 3 | 3 | .
- O=C(C[C@@H]1CC[C@@H]2[C@H](COC[C@H](O)CN2C(=O)c2cc(Cl)cc(Cl)c2)O1)N1CCc2ccccc2C1
    2 | 0 | -9 | -15 | 60 | 91* | 10 | -3
- Cc1nn(-c2ccccc2)c(NC(=O)C(C)C)c(-c2ccccc2)c1=O
    0 | -5 | -2 | 7 | 37 | . | 4 | .
- Cc1ccc(C(=O)Nc2nnn(C)n2)cc1
    -3 | -6 | -36 | 16 | . | 12 | . | -3
- CCOC(=O)Cc1csc(NC(=O)CSc2nc(C)cc(=O)[nH]2)n1
    1 | 5 | -4 | . | 17 | 7 | . | 2
- COc1ccc(CNC(=O)C[C@H]2C[C@H](C(=O)N3CCCCC3)[C@@]3(CCc4ccccc4)c4[nH]c5cc(-c6ccco6)ccc5c4CCN3C2=O)cc1OC
    1 | -2 | . | . | . | 5 | . | -5
